Assay outcomes (PubChem)
pPAFAH inh: inhibitors of human plasma PAF acetylhydrolase (pPAFAH); Q13093; recombinant pPAFAH, FP-rhodamine probe fluorescence polarization; inhibition, % at 3.39 µM; 330,000 tested, 1.5% active; AID 463082;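 active = inhibition above the mean inhibition across the screen plus 3 SD, cut at about 25% in these data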;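 also: inhibitors block binding of the rhodamine activity-based probe so polarization drops; 0% = enzyme with DMSO and 100% = wells lacking pPAFAH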
Target sequence (Q13093 whole entry, looked up): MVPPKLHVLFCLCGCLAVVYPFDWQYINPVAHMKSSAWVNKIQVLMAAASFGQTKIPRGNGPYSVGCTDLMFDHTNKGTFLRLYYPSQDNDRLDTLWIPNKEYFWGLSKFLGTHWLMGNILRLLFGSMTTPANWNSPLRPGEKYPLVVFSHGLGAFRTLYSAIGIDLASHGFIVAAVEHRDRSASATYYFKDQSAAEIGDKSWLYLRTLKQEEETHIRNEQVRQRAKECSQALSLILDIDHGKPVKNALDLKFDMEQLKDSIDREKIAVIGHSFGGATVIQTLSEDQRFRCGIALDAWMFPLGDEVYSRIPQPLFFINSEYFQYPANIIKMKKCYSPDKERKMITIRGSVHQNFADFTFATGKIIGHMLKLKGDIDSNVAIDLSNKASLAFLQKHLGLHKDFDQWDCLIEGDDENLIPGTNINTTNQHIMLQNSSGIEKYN
EBNA-1 inh: blocks EBNA-1 binding to DNA | EBNA-1 DNA binding, fluorescence polarization | inhibition, % at 14.8 µM | 300,000 tested, 0.34% active | AID 1950; in the data active = inhibition above about 28%
LYPLA1 inh: blocks human lysophospholipase 1, a PME1 counter-screen. AID 2174. inhibition, % at 5.9 µM. O75608. 320,000 tested, 0.16% active. recombinant LYPLA1, FP-Rh probe fluorescence polarization;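 active = inhibition above the mean of all tested compounds plus 3 SD, set per campaign, cut at about 14% in these data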;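 also: inhibitors block serine hydrolase probe labeling of LYPLA1 so polarization falls; 0% = enzyme with DMSO and 100% = wells lacking LYPLA1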
LYPLA2 counter: blocks human lysophospholipase 2, a PME1 counter-screen. recombinant LYPLA2, FP-Rh probe fluorescence polarization. O95372. inhibition, % at 5.9 µM. 320,000 tested, 0.38% active;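 active = inhibition above the screen-wide mean plus 3 SD, limit set per campaign, cut at about 26% in these data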;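 also: 0% = LYPLA2 with DMSO and 100% = wells lacking LYPLA2 enzyme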
ZTA DNA inh: blocks Epstein-Barr virus ZTA, an EBNA-1 counter-screen; ZTA-DNA binding, fluorescence polarization; P03206; 320,000 tested, 0.15% active; inhibition, % at 11 µM; AID 2234; in the data active = inhibition above about 33%
PAFAH1B3 inh: blocks human PAF acetylhydrolase 1B catalytic subunit 3; recombinant PAFAH1B3, FP-rhodamine probe, fluorescence polarization; 340,000 tested, 0.28% active; inhibition, % at 3.39 µM;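 active = inhibition above the screen-wide average of all tested compounds plus 3 SD, cut at about 25% in these data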;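 also: 0% = enzyme with DMSO only and 100% = wells lacking PAFAH1B3 protein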
Target sequence (Q15102 whole entry, looked up): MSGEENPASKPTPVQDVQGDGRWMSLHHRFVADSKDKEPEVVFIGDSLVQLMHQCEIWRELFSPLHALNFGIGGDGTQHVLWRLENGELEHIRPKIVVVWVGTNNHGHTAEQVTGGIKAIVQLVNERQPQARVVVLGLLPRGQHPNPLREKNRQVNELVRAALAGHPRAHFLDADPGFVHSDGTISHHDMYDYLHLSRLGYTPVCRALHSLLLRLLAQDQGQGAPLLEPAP
PAFAH1B2 inh: PAFAH1B2 (human) inhibition; recombinant PAFAH1B2, FP-rhodamine activity probe, fluorescence polarization; inhibition, % at 3.39 µM; 340,000 tested, 1.2% active;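 active = inhibition above the mean of all tested compounds plus 3 SD, cut at about 24% in these data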;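 also: 0% = enzyme with DMSO and 100% = wells lacking PAFAH1B2; many of its hits are not listed in these tables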
Target sequence (P68402 whole entry, looked up): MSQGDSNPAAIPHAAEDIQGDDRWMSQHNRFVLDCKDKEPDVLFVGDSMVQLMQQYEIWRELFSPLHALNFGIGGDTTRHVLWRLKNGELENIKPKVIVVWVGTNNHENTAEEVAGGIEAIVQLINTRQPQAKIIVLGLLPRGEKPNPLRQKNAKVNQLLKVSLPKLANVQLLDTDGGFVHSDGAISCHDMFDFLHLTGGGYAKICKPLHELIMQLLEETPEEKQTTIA
PAFAH2 FP inh: PAFAH2 (human) inhibition. Q99487. recombinant PAFAH2, FP-rhodamine activity probe, fluorescence polarization. inhibition, % at 3.39 µM. 340,000 tested, 0.99% active. AID 492956;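 active = inhibition above the mean over all tested compounds plus 3 SD, cut at about 30% in these data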;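 also: inhibitors block probe labeling of enzyme so polarization drops; 0% = enzyme with DMSO and 100% = wells lacking PAFAH2 protein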
PREPL inhibitor: inhibitors of human prolyl oligopeptidase-like enzyme PREPL; recombinant PREPL, fluorescence polarization activity-based probe; Q4J6C6; inhibition, % at 5.96 µM; 320,000 tested, 0.68% active; in the data active = inhibition above about 43%;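 also: 0% = enzyme with DMSO and 100% = wells lacking enzyme; many of its hits are not listed in these tables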
* = called active by the depositor; . = not tested or not shown.

SMILES | pPAFAH inh | EBNA-1 inh | LYPLA1 inh | LYPLA2 counter | ZTA DNA inh | PAFAH1B3 inh | PAFAH1B2 inh | PAFAH2 FP inh | PREPL inhibitor
CCN(CC)S(=O)(=O)c1cccc(NC(=O)c2ccc(-n3nc(C)cc3C)cc2)c1 | 7 | 4 | -6 | -11 | 21 | -3 | -5 | 0 | -5
CCOc1ccc(NC(=O)CSc2nnc(Cc3ccccc3)c(=O)n2N)cc1 | 3 | -12 | -1 | -1 | 0 | 3 | 4 | 2 | -4
Cc1cccnc1CN1CCN(C(=O)c2cc(COc3ccc4ncccc4c3)on2)CC1 | 3 | 9 | 2 | 7 | -4 | 3 | 2 | 12 | 3
CCc1ccc(S(=O)(=O)Nc2nccs2)cc1 | 8 | 6 | 0 | 1 | -8 | 1 | 0 | 3 | 3
COc1ccc(Cl)cc1S(=O)(=O)n1ccnc1 | 0 | 6 | 0 | -6 | 10 | 9 | 6 | 0 | 2
O=C(NCCCn1ccnc1)/C(=C/c1ccccc1)NC(=O)c1ccccc1 | 5 | 5 | 0 | -4 | 11 | 5 | 4 | 4 | 0
CCOc1c(CNc2nnnn2C)cccc1OC | 1 | 6 | 3 | 8 | 11 | 6 | 2 | 1 | 22
CN(C)c1ccc(C(CNS(=O)(=O)c2ccc3ccccc3c2)N2CCOCC2)cc1 (stereo unspecified) | 6 | 2 | 1 | 7 | 0 | -3 | 0 | -3 | 0
CN1CCC(OC(=O)c2cccc(Br)c2)CC1 | -4 | 5 | 0 | 0 | -1 | 8 | 5 | 7 | 26
Fc1ccc(-c2csc3ncnc(N4CCN(c5ccccc5)CC4)c23)cc1 | 6 | -9 | -5 | -5 | 6 | -2 | 1 | 11 | 29
O=C(c1cnccn1)N(Cc1ccco1)C1(C(=O)NC2CCCC2)CCCCC1 | 0 | 8 | -1 | 4 | -3 | -1 | 5 | 0 | -11
COc1ccc(N2CCN(C(=O)Cc3ccc(-n4c(=O)[nH]c5ccccc5c4=O)cc3)CC2)cc1 | 6 | 12 | 10 | 57* | -1 | 8 | 7 | 7 | 17
O=C(N/N=C/c1c(O)n(-c2ccccc2Cl)c(=O)c2ccccc12)C1COc2ccccc2O1 (stereo unspecified) | 12 | 3 | -3 | 1 | 5 | 14 | 2 | 20 | 2
Cc1cc(SCC(=O)Nc2ccc3[nH]c(=O)[nH]c3c2)nc2ccccc12 | -3 | . | . | . | . | 3 | 2 | 10 | 4
Cc1ccc(CNC(C)(C)CO)cc1 | 6 | 4 | -1 | 1 | 6 | 5 | 7 | 1 | -1
CCCCNC(=O)C1CCN(S(=O)(=O)N2CCCCCC2)CC1 | 5 | 2 | 0 | -2 | 6 | 7 | 4 | 2 | -1
O=C(c1cnn(C(=O)c2cccc(S(=O)(=O)N3CCOCC3)c2)c1)c1ccccc1O | 0 | 0 | 0 | 9 | 12 | -5 | 5 | 5 | -3
COc1ccc(-c2c(C(C)=O)c(C)nc3sc4c(=N)n(N)cnc4c23)cc1 | 3 | -4 | 6 | 1 | -15 | 2 | 0 | -5 | -18
Cc1cc(NC(=O)c2cc(C(C)C)on2)nn1Cc1ccc(Cl)cc1 | 15 | -12 | 3 | -2 | -22 | -10 | 6 | -10 | -8
NC(=O)C1CCN(C2CC(=O)N(Cc3cccs3)C2=O)CC1 (stereo unspecified) | 0 | -6 | -1 | 0 | -7 | 2 | -2 | 1 | 17
O=C(N/N=C/c1cccc2ccccc12)c1cccc(F)c1 | 5 | 2 | -10 | -8 | 10 | 10 | 1 | -4 | -4
CCN1CCN(C(c2cccs2)C(C)NC(=O)C(C)C)CC1 (stereo unspecified) | -7 | -1 | -1 | -1 | -16 | 3 | 1 | -8 | -9
Cn1c(NC(=O)c2ccc3c(c2)OCO3)cc(=O)n(C)c1=O | -2 | 3 | -3 | 4 | 8 | -5 | 4 | 4 | -1
COc1cccc(-c2cc(C(=O)N3CCN(c4ccc(F)cc4)CC3)no2)c1 | -3 | -4 | 1 | 10 | 8 | 3 | -1 | 4 | -10
Cc1ccc(NC(=O)C2C3CCC(O3)C2C(=O)O)c(Br)c1 (stereo unspecified) | -1 | -1 | 2 | 8 | -25 | 6 | 1 | -2 | -3
COC(=O)c1cc(NC(=O)CC2SCCNC2=O)cc(C(=O)OC)c1 (stereo unspecified) | -1 | -6 | 1 | 5 | 0 | -9 | -5 | -6 | -5
O=C(c1ccco1)N1CCN(C(=S)Nc2ccc(F)c(Cl)c2)CC1 | 0 | 7 | 2 | 66* | 8 | 12 | 1 | -1 | -6
O=C(Oc1coc(CSc2ncccn2)cc1=O)c1ccc(Br)o1 | 5 | 1 | 0 | 6 | -14 | 4 | 1 | -4 | 19
O=C(NCC1CC1)c1onc(CSc2ccncc2)c1C(=O)NCC1CC1 | 5 | -1 | -5 | 1 | 10 | 2 | 3 | 0 | -2
COc1c(C)cc(S(=O)(=O)N2CCCC2)c(C)c1C | 3 | 7 | 3 | 0 | 4 | -2 | 1 | 6 | -1
Cn1cc([N+](=O)[O-])c(C(=O)Nc2sc3c(c2C#N)CCC3)n1 | 3 | -1 | -1 | 2 | 18 | 7 | 11 | 7 | -3
O=C(CCC1CCCC1)NNC(=O)c1cccc(Cl)c1 | 7 | 5 | -2 | 0 | -16 | 2 | 1 | 1 | 15
Cc1nnc(N2C(=O)C(O)=C(C(=O)c3ccco3)C2c2cccc3ccccc23)s1 (stereo unspecified) | 3 | 3 | -1 | -1 | -3 | 0 | -1 | 23 | -9
O=C(O)c1ccccc1SSc1ccccc1C(=O)O | 1 | 9 | -2 | -6 | 4 | 8 | 6 | 2 | 6
O=C(CSc1nc2ccccc2c(=O)n1-c1ccccc1)NC(=O)CN1CCCC1=O | -1 | -8 | -2 | -6 | 2 | 11 | 4 | 5 | 9
CCCCN(CCCC)Cc1ccc(C(=O)NNC(=O)Nc2ccccc2)o1 | 1 | -2 | 1 | 1 | -1 | 1 | 4 | 2 | -14
CCOC(=O)c1c(NC(=O)COC(=O)c2c(C)noc2C)sc2c1CCC2 | -2 | -11 | 0 | -1 | 7 | 5 | -1 | -9 | 9
COc1ccc(S(=O)(=O)NCc2ccc(F)cc2)cc1OC | -2 | -4 | 5 | -7 | 19 | 5 | 0 | -3 | 2
NN(CCO)C(=S)Nc1ccc(Cl)cc1 | 6 | -8 | -1 | 2 | 12 | 0 | 3 | -8 | -7
Cn1ncc2c(Nc3cccc([N+](=O)[O-])c3)ncnc21 | -3 | -10 | -1 | -1 | 11 | 0 | 0 | 5 | 10
CC(C)c1nc2c(s1)CCc1onc(-c3ccc(Cl)cc3)c1-2 | -3 | 0 | -6 | -6 | -12 | 7 | -2 | 5 | 9
CCOC(=O)c1c(C)[nH]c(C(=O)CN2C(=O)NC3(CCCC3)C2=O)c1C | 1 | 6 | -1 | 5 | 4 | -1 | 3 | 0 | -4
COc1ccc(N=C2NN=C(c3c(C)[nH]c4ccccc34)CS2)cc1 | 6 | 2 | -2 | 9 | 16 | 11 | 2 | 10 | 14
COc1ccc(CCN(C)Cc2nc(-c3cnccn3)no2)cc1OC | -3 | -4 | 1 | 5 | 5 | -1 | 5 | -2 | 9
COc1cc(/C=C2\N=C(c3ccccc3)OC2=O)ccc1OCc1c(C)no[n+]1[O-] | 4 | -7 | 5 | 12 | -23 | -1 | 3 | 1 | 16

As entered above:
Under PAFAH2 FP inh, `CCOC(=O)c1c(C)[nH]c(C(=O)CN2C(=O)NC3(CCCC3)C2=O)c1C` shows 0
Under PAFAH1B3 inh, `NN(CCO)C(=S)Nc1ccc(Cl)cc1` shows 0
Under ZTA DNA inh, `O=C(CSc1nc2ccccc2c(=O)n1-c1ccccc1)NC(=O)CN1CCCC1=O` shows 2

Further structures follow:
SMILES | pPAFAH inh | EBNA-1 inh | LYPLA1 inh | LYPLA2 counter | ZTA DNA inh | PAFAH1B3 inh | PAFAH1B2 inh | PAFAH2 FP inh | PREPL inhibitor
O=C(NC1C2CC3CC(C2)CC1C3)c1ccc(N2CCNCC2)c([N+](=O)[O-])c1 (stereo unspecified) | -1 | 2 | 0 | -8 | -5 | 14 | 7 | 1 | 1
O=C(Nc1nnc(SCC(=O)N2CCCc3ccccc32)s1)c1ccccc1 | 5 | 6 | -3 | -2 | 6 | 4 | 3 | 0 | -8
COc1ccc(S(=O)(=O)N2CCN(C(=O)C3CC3)CC2)cc1 | -2 | -5 | -2 | -4 | 6 | -5 | -9 | 7 | 10
O=C(CCCn1c(=O)[nH]c2cc(Cl)ccc2c1=O)NC1CCCCCC1 | 4 | 4 | -2 | 1 | 11 | 5 | 10 | -1 | 2
CC(C)Cn1c(CN(Cc2ccccc2)Cc2ccccc2)nc2c1c(=O)n(C)c(=O)n2C | 5 | 4 | 0 | 0 | -7 | -2 | 5 | 3 | 1
COc1ccc(C(=O)COC(=O)c2ccc(NC(C)=O)cc2)cc1[N+](=O)[O-] | 3 | 12 | 6 | 22 | 6 | 3 | 0 | 12 | 1
CCC(=O)Nc1cc(C(=O)OCC(=O)c2ccc(Cl)cc2Cl)ccc1C | 4 | 0 | 2 | 0 | -15 | 11 | 7 | 17 | -8
COc1ccccc1NC(CC(=O)c1ccccc1)C(=O)OCC(=O)c1ccc(F)cc1 (stereo unspecified) | 5 | 6 | -2 | 3 | -11 | 9 | 7 | -8 | 1
CC(=O)NC1=NN(C(C)=O)C(C)(c2cccnc2)S1 (stereo unspecified) | 5 | 2 | -2 | -5 | -2 | 2 | 1 | 6 | -4
CC(C)CC(NC(=O)C1CCC(C)CC1)C(=O)Nc1ccccn1 (stereo unspecified) | -2 | 11 | -1 | 3 | 7 | 1 | -1 | -9 | 0
CCOCCOC(=O)c1[nH]c2c(c1C)C(=O)CC(c1cc(OC)c(OC)c(OC)c1)C2 (stereo unspecified) | 3 | 4 | -2 | -8 | 7 | -1 | -7 | -3 | -1
Cc1nonc1CN(C)C(=O)c1ccc(OC2CCN(C(=O)c3cccnc3)CC2)cc1 | 4 | 3 | 2 | 7 | -8 | 2 | 1 | -3 | 10
Cc1ccc(NS(=O)(=O)c2ccc(CCC(=O)NC3CC3)cc2)cc1 | 20 | -2 | -6 | -1 | 0 | 10 | 11 | -4 | -2
COc1cccc2c1OC[C@@H](CO)[C@H]2N(C)C(=O)Nc1ccc(Cl)cc1 | -1 | 3 | -1 | 2 | 8 | -4 | 3 | -4 | 11
COc1cc(CN2CC(=O)N(c3cc(Cl)ccc3C)C2=S)cc(OC)c1OC | 1 | 12 | -6 | -4 | 19 | 4 | 4 | 0 | -16
Cc1sc2ncnc(N3CCC(C(=O)Nc4ccc(Cl)c(Cl)c4)CC3)c2c1C | -11 | . | -24 | -34 | 2 | -17 | -14 | -23 | 29
O=C(CN1C(=O)/C(=C/c2ccccc2)Sc2ccccc21)NCCCN1CCOCC1 | 0 | -15 | 1 | -1 | 5 | 6 | 2 | 2 | 4
CC(=O)Nc1ccc(NS(=O)(=O)c2ccc(-c3csc(C)n3)s2)cc1 | 6 | 9 | 1 | 6 | 20 | . | . | . | -2
Cc1cccc(-c2nsc(SCC(=O)NCC3CCCO3)n2)c1 (stereo unspecified) | 1 | 2 | -1 | 5 | 21 | 13 | 4 | 5 | -4
c1ccc(Cn2cc(CSc3ccccc3)nn2)cc1 | 3 | 5 | -1 | 5 | -4 | -2 | 11 | 1 | 12
Cc1cccc(NC(=O)COC(=O)c2ccc([N+](=O)[O-])o2)c1C | 4 | 1 | 0 | 7 | 1 | 9 | -1 | 10 | 6
CC(=O)n1nc(-c2ccccc2)nc1NCc1ccc(N(C)C)cc1 | 0 | -3 | -3 | 4 | -14 | -7 | 5 | -3 | 9

These rows are one share of the data; the hit share may differ from the screen's.
